Nrf2 block: inhibitors of Nrf2 signaling. Potency, µM (titrated, usually from 46 µM), inactives show top-dose activity change, negative = inhibition, hits mostly inhibitors. A549 ARE-Fluc reporter, luciferase luminescence, 18-24 h. hit rate 2.1% among 360,000. AID 504444; note: potency is the fitted concentration of half-maximal effect; % is set by controls: 0 for no effect and ±100 for the full control effect; nearly all actives have a fitted effect of over 60% in size
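Concentration-response testing used A549 ARE_Fluc cells at 5000 cells/well. Following an 18-24 h compound incubation, viability was read by fluorescence (Ex 405/Em 525) and luciferase output by luminescence.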
Nrf2 activator: activators of Nrf2 (ARE) signaling. hit rate 0.31% among 410,000. Potency, µM (series often up to 46.1 µM), without a hit: at the highest dose activation, most hits filed as activators. AREc32 ARE-luciferase reporter (MCF7-derived line), luminescence, 24 h; note: potency is the fitted concentration of half-maximal effect; % of control where 0% means no effect; nearly all actives have a fitted effect of over 65% in size
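AREc32 cells carrying an ARE-driven firefly luciferase reporter were seeded at 1000 cells/well in OPTI-MEM with 5% FBS, then exposed to compound for 24 hr at 37 deg C. Luminescence was read with Steady-Glo after 30 min at RT.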
ATXN viability: cell viability loss in ATXN counter-screen; S2 cells (HEK-293 line with an ATXN2-luciferase reporter) viability, CellTiter-Fluor protease fluorescence, 24 h; AID 651635; Potency, µM (top dose mostly 56.7 µM), actives largely listed as cytotoxic; hit rate 0.49% among 400,000; note: potency is the fitted concentration of half-maximal effect; nearly all actives have a fitted effect of over 40% in size
IL1B secr inh: inflammasome signaling inhibition, IL-1 beta readout. THP-1 LPS/ATP IL-1B secretion, AlphaLISA, 16 h; hits give low values. activity change, % at 57.5 µM. hit rate 4.7% among 360,000; in the data active = activity change below about -50%; inconclusive = mostly about -30% to -49%; note: % is set by controls: 0 for no effect and ±100 for the full control effect
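Secreted IL-1B measured by AlphaLISA bead assay after 16 h compound exposure of THP-1 cells; compounds (final up to 57.5 uM) added 1 h before LPS (250 ng/mL) and ATP (1.25 mM) stimulation; lower signal means less secretion.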
MCF10A rereplic: inducers of DNA re-replication in MCF 10A breast cells | MCF 10A DNA re-replication, Hoechst nuclear intensity, 48 h | Potency, µM (highest dose often 46.1 µM), for inactives: top-dose activity, positive = re-replication, actives largely listed as activators | hit rate 2.9% among 350,000 | AID 624296; note: potency is the fitted concentration of half-maximal effect; % of control where 0% means no effect; nearly all actives have a fitted effect of over 50% in size
HepG2 tox: counter-screen for TGF-b inhibitors: cytotoxicity in HepG2 cells. HepG2 CAGA-GFP viability, ATP luminescence, 18 h. Potency, µM (doses to about 46.1 µM), inactives show top-dose activity change, negative = cytotoxicity, hits mostly cytotoxic. hit rate 0.76% among 410,000. AID 588856; note: potency is the fitted concentration of half-maximal effect; some results filed as inactive show a strong effect at the top dose
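HepG2 CAGA-GFP cells (1000/well, DMEM with 1% FBS) received compound, then TGF-beta at 500 pg/mL final, and were incubated 18 hours at 37 degrees C. Viability was read by CellTiter-Glo luminescence. Media-only wells were set as complete cell-killing and DMSO as no toxicity.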
A549 viability: A549 cytotoxicity, counter-screen for Nrf2 inhibitors; hit rate 0.16% among 390,000; AID 504648; A549 ARE-Fluc cells, CellTiter-Fluor viability, 18-24 h; Potency, µM (highest dose often 46 µM), for inactives: top-dose activity change, negative = cytotoxicity, hits mostly inhibitors; note: potency is the fitted concentration of half-maximal effect; % is set by controls: 0 for no effect and ±100 for the full control effect
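A549 ARE_Fluc cells in 5% FBS OPTI-MEM were exposed to compounds in concentration-response for 18-24 h at 37 deg C. Viability was read by CellTiter-Fluor fluorescence (Ex 405/Em 525) after 30 min, before the luciferase read.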
TGFb inhibitor: TGF-b pathway inhibition. HepG2 CAGA-GFP TGF-b/SMAD3 reporter, GFP fluorescence, 18 h; TGF-beta stimulated, 500 pg/mL final. Potency, µM (top dose mostly 46.1 µM), for the others: at the top dose activity, negative = inhibition, most hits filed as inhibitors. hit rate 1.2% among 410,000; note: potency is the fitted concentration of half-maximal effect; % is set by controls: 0 for no effect and ±100 for the full control effect; nearly all actives have a fitted effect of over 65% in size
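First, reporter cells (HEPG2 CAGA-GFP) rested 2 h at 37 degrees C. Next, compounds were pinned in and TGF-beta added to 500 pg/mL final. After 18 h, GFP was imaged per cell and summed per well.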
ATXN2 expr inh: reduces ATXN2 reporter expression in HEK-293 cells; HEK-293 ATXN2-luciferase reporter, luminescence, 24 h; Potency, µM (highest dose often 57 µM), for inactives: at the highest dose activity change, negative = inhibition, hits mostly inhibitors; hit rate 0.72% among 360,000; note: potency is the fitted concentration of half-maximal effect; % is set by controls: 0 for no effect and ±100 for the full control effect; nearly all actives have a fitted effect of over 55% in size
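qHTS (up to 57 uM final) was run with 24 h compound exposure of reporter cells at 37 °C. Each well was multiplexed: SteadyGlo luminescence measured ATXN2-luciferase expression after a fluorogenic Gly-Phe-AFC viability readout (25 uM final).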
Active calls of the source: *; i = inactive; ? = inconclusive; nt = no result given; & = joins results of further samples; [ ] = dose if it differs, or a comment. Unless noted, calls come from the whole dose curve; as a rule, active = well fitted curve in the direction sought with a large enough effect; inconclusive = small, poorly fitted or top-dose-only effect, or another doubt; inactive = no such curve, though single readings can be large; an effect the other way counts as inactive or inconclusive.

molecule | Nrf2 block | Nrf2 activator | ATXN viability | IL1B secr inh | MCF10A rereplic | HepG2 tox | A549 viability | TGFb inhibitor | ATXN2 expr inh
Cc1ccccc1NC(=O)/C=C/c1cccs1 | ? | ? | i | -25 | -3% | 3% | -3% | -20% | 49%[activator]
COc1ccc(/C=C/C(=O)N(C)Cc2cccs2)cc1S(=O)(=O)N1CCOCC1 | -4% | -0.1% | i | 16 | -2% | 4% | -3% | 18% | 4%
COc1ccc(NC(=O)Nc2nnc(SCC(=O)Nc3cccc(C)c3C)s2)cc1 | nt | 4.7% | nt | nt | nt | 2% | -14% | -2% | nt
Cc1c(Cl)cccc1NC(=O)Cc1cccs1 | -10% | 3.6% | i | 0 | -3% | 1% | 1% | -13% | 7%
Cc1ccc2c(c1)N(CC(=O)N1CCCC1)C(=O)CO2 | 3% | -0.4%[9.22 µM] | i | -3 | -15% | -2% | 5% | -3% | 2%
CCn1c(NCc2cccc(Cl)c2)nc2ccccc21 | 5% | 4.5% | i | nt | nt | -11% | 8% | -5% | -12%
Cc1sc2nc(COC(=O)c3ccc(N4CCCC(C)C4)c([N+](=O)[O-])c3)[nH]c(=O)c2c1C (stereo not given) | -20% | -0.9% | i | 8 | ? | 9% | -14% | -7% | -13%
Cc1cc(O)c(CN2CCN(c3ccccc3)CC2)c2oc(=O)cc(C)c12 | 24% | 3.7% | nt | nt | nt | 9% | 10% | nt | nt
Cc1cc(F)ccc1S(=O)(=O)Nc1ccc(C(=O)N2CCCCCC2)cc1 | ? | -0.9% | ? | -8 | ? | -5% | -1% | ? | -13%
CC(=O)c1c(C)nn(CCC(=O)O)c1C | 5% | -0.6% | i | 23 | ? | -14% | 5% | 1% | 6%
C/C=C1\COC(C(=O)NCc2cccc(OC)c2OC)(C(F)(F)F)C=C1C=C(C)C (stereo not given) | -23% | nt | nt | nt | nt | -28% | -2% | ? | nt
O=S(=O)(NCc1ccc(Cl)cc1)NCc1ccccc1F | -4% | -0.2% | i | -10 | 2% | -7% | 3% | -13% | 2%
Cc1cc(-c2nnc(CCC(=O)NC(Cc3ccccc3)c3ccccc3)o2)no1 (stereo not given) | -4% | -0.2% | i | 10 | -3% | -12% | -3% | -12% | 3%
CCc1ccccc1-n1c(SCC(=O)NC)nnc1-c1cccnc1 | 20% | -0.2% | i | 20 | 2% | 12% | -2% | 8% | 6%
Cc1cccc(NC(=O)c2cc(S(=O)(=O)NCc3ccc4c(c3)OCO4)ccc2F)c1C | nt | -0.9% | nt | nt | nt | -22% | 3% | 26% | nt
CC(=O)OC1OCCOC1NC(=S)NCc1ccco1 (stereo not given) | 0% | -0.1% | i | -2 | 1% | -17% | 0% | -1% | -14%
CCc1ccccc1NC(=O)NNC(=O)c1ccc2ccccc2c1O | -2% | -0.1% | i | 12 | 0% | 2% | -1% | 0% | 1%
O=C(CN1CCN(c2ccccn2)CC1)Nc1ccccc1C(=O)Nc1ccccc1 | -12% | 2.6% | i | -17 | 66% | -2% | -6% | 0% | -16%
CC(C)NS(=O)(=O)c1cc(C(=O)O)ccc1Cl | 10% | -0.7% | i | 4 | ? | 5% | -9% | -4% | 7%
Cn1c(=O)c2c(nc(SCC(=O)OCc3ccccc3)n2C)n(C)c1=O | -3% | -0.1% | i | 22 | 1% | 1% | -8% | 10% | 2%
O=S(Cc1ccccc1)CC(O)(c1ccc(Cl)cc1)c1ccc(Cl)cc1 (stereo not given) | ? | 1.9% | i | -59* | ? | -39% | ? | ? | -7%
CCOC(=O)N1CCN(C(=O)C(=O)NNC(=O)COc2ccc(Cl)c(C)c2)CC1 | 3% | 0.1% | i | 12 | -16% | -13% | 1% | 3% | -17%
COc1ccc(CNCCCSc2nnnn2-c2ccccc2)cc1 | 20% | 1.1% | i | nt | nt | -36% | 10% | 14% | -21%
CCn1ccnc1C(O)c1ccccc1OC (stereo not given) | 0%&-8% | -0.1% | i | -9 | 13µM* | -3%&-4% | 2%&1% | 10%&3% | 10%
CC(=O)c1sc(NC(=O)CCCOc2ccccc2C)nc1C | -11% | 0.5% | i | 7 | -9% | -5% | 3% | -6% | -8%
COc1cc2c(cc1NC(=O)CN1CCN(S(=O)(=O)c3ccc(F)cc3)CC1)oc1ccccc12 | nt | -0.4% | i | -7 | -1% | -4% | 15% | 7% | -8%
O=C(CCC(C(=O)c1ccccc1)c1ccccc1)c1ccccc1 (stereo not given) | nt | 0.6% | i | 22 | nt | -10% | nt | -6% | nt
Cc1ccc(S(=O)(=O)Nc2nnc(CC(C)(C)C)s2)cc1 | -24% | -0.3% | i | 14 | -2% | -13% | 8% | -1% | nt
Cc1cc(NC(=O)CC(C)C)c(=O)n(Cc2c(F)cccc2Cl)c1 | -20% | -0.8% | i | 20 | ? | 1% | 11% | 17% | 157%[activator]
CC(Sc1nnc(CC(=O)Nc2ccccc2F)n1C)C(=O)Nc1nccs1 (stereo not given) | 5% | -0.4% | i | 14 | ? | 1% | -4% | 8% | 6%
Cc1ccccc1-n1nc(-c2cccnc2)cc1C(=O)NN | 11% | 0.3% | i | 21 | -3% | -2% | 6% | -3% | nt
CCOc1ccccc1C(=O)Nc1ccc2nc3n(c(=O)c2c1)CCCCC3 | 2% | 0.0% | i | -13 | -1% | -20% | -4% | -9% | nt
C/C(=C\C(=O)c1ccc(C)cc1)NCc1ccc(F)cc1 | ? | 2.9% | i | 0 | 19% | -22% | -2% | -6% | 3%
COc1ccc(NC(=O)c2cc(=O)[nH]c3ccccc23)cc1S(=O)(=O)N1CCOCC1 | nt | 0.2% | i | -13 | nt | -5% | nt | 0% | nt
CCN(CC)C(=S)SCc1csc(CC(=O)Nc2ccccc2C)n1 | -3% | 0.0% | i | 10 | 1% | -16% | 0% | -2% | -15%
COc1cc(OC)c(C(=O)NCc2nc(-c3ccccc3)no2)cc1OC | -16% | 2.1% | i | nt | nt | -25% | -1% | ? | -21%
Cc1ccccc1NC(=O)c1nc(S(C)(=O)=O)ncc1Cl | 3% | -4.8% | nt | -98* | ? | -119% | -5% | 16µM* | nt
O/N=C/c1cc(Br)ccc1OCc1ccc(F)cc1 | ? | 0.3% | i | -30 | 7% | -47% | -19% | -3% | 12%
COc1ccc(/C=N/NC(=O)CCCOc2ccc(Cl)cc2Cl)cc1[N+](=O)[O-] | ? | 0.3% | ? | -6 | 2% | -25% | -11% | -28% | -24%
CCCC(=O)Nc1sc2c(c1C(=O)Nc1ccccn1)CCCC2 | ? | 5.9% | i | 12 | ? | -22% | 1% | -25% | -28%
CSc1ccc(S(=O)(=O)NCCOc2ccccc2C)cc1 | -2% | 0.2% | i | -1 | ? | -7% | -2% | -16% | -7%
C#CCOCCOCCOCCNc1nc(N2CCN(C(=O)CCCCCCCCCCNC(=O)[C@H](CCCCN)n3cc(C[C@@H](C)CC)nn3)CC2)nc(N2CCN(C(=O)CCCCCCCCCCNC(=O)[C@@H]([C@H](C)O)n3cc(C)nn3)CC2)n1 | ? | -3.0% | 10µM* | ? | 12µM* | 13µM* | ? | ? | 10µM*
C#CCOCCOCCOCCNc1nc(N2CCN(C(=O)CCCCCCCCCCNC(=O)[C@@H](CCC(=O)O)n3cc(CCCCCN)nn3)CC2)nc(N2CCN(C(=O)CCCCCCCCCCNC(=O)[C@H]([C@@H](C)CC)n3cc(CCCCCN)nn3)CC2)n1 | ? | -2.1% | ? | -95* | -7% | -66% | ? | ? | -25%
Cc1cccc(C(=O)OCC(=O)c2ccc(CC(=O)N3CCOCC3)s2)c1C | 7% | 0.1% | ? | 7 | 5% | 0% | -1% | 0% | nt
CCCn1nnnc1SCC(=O)Nc1nnc(CC)s1 | -9% | -0.5% | i | 17 | 2% | 0% | -14% | 5% | -4%
CCOCCCNC(=O)CN1C(=O)CSc2cc(S(=O)(=O)N3CCCCCC3)ccc21 | 10% | 0.5% | i | -5 | -1% | -40% | 3% | -17% | 9%
O=[N+]([O-])c1cccc(S(=O)(=O)[N-]c2nc3ccccc3nc2-n2cc[n+](Cc3ccccc3)c2)c1 | -4% | -0.2% | i | 19 | 6% | 1% | 3% | -1% | -2%
CC(=O)Nc1nonc1-c1nnc(SCC(=O)Nc2cc(C)cc(C)c2)n1-c1ccccc1 | 1% | 0.0% | i | nt | nt | 5% | 7% | -1% | 6%

As entered above:
Reading of O=S(=O)(NCc1ccc(Cl)cc1)NCc1ccccc1F under ATXN2 expr inh: 2%
Reading of CC(=O)c1sc(NC(=O)CCCOc2ccccc2C)nc1C under IL1B secr inh: 7

Following part:
molecule | Nrf2 block | Nrf2 activator | ATXN viability | IL1B secr inh | MCF10A rereplic | HepG2 tox | A549 viability | TGFb inhibitor | ATXN2 expr inh
COc1ccc(-c2noc(CNS(=O)(=O)c3ccc(NC(C)=O)cc3)n2)cc1OC | 13% | -1.1% | i | ? | -4% | 5% | -1% | -5% | 7%
Cc1ccc(-c2nn(-c3ccccc3)cc2/C=N/NC(=O)c2ccncc2)o1 | -1% | 6.3% | i | -16 | ? | -7% | -3% | 5% | 28%
CCOc1ccccc1OCCCC(=O)Nc1cc(S(=O)(=O)N2CCCCC2)ccc1C | nt | -0.5% | i | 11 | nt | -19% | nt | -8% | nt
C[C@@H]1C=C(C(=O)N2CCOCC2)O[C@H](OCc2ccc(CO)cc2)C1 | 14% | -1.1% | i | 7 | -10% | 14% | 2% | 7% | 8%
O=C(O)Cc1ccc(O)c(F)c1 | 5% | 0.2% | i | 12 | 3%&0% | 3% | 0% | -2% | 13%
C/C(=N\NC(=O)c1cccc(S(=O)(=O)N2CCCC2)c1)c1ccc(OCC(=O)N(C)C)cc1 | 4% | 0.2% | i | -7 | -7% | -18% | 4% | 0% | -4%
COc1cc(/C=N/NC(=O)c2cccnc2)ccc1OC(=O)c1cccc(Br)c1 | 13% | -0.5% | i | 0 | 3% | -31% | 0% | ? | 4%
O=c1cc(Cl)c(-c2ccccc2)n[nH]1 | -1% | 21% | i | ? | ? | -20% | -6% | 0% | 1%

High-throughput results: PubChem BioAssay, National Center for Advancing Translational Sciences (NCATS)
